Screening data (PubChem BioAssay)
GLP-1R agonist – agonists of human GLP-1 receptor | P43220 | HEK293 GLP-1R CRE-luciferase, luminescence, 4-6 h; cells express a hypersensitive GLP-1R form | Potency, µM (top dose mostly 45.6 µM), for inactives: at the top dose activation, most hits filed as activators | 380,000 compounds, 0.007% hits; further: potency means the concentration at half of the fitted maximal effect; % of control where 0% means no effect
WRN helicase inh – WRN helicase (human) inhibition; WRN helicase unwinding, fluorescent forked duplex, kinetic; Potency, µM (top dose mostly 114 µM), for the others: at the highest dose activity change, negative = inhibition, most hits filed as inhibitors; 360,000 compounds, 0.46% hits; AID 651768; further: potency means the concentration at half of the fitted maximal effect; on the % scale 0 is the no-effect control and ±100 the full control effect; nearly all actives have a fitted effect of over 55% in size
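Primary qHTS, 1536-well format. 20 nM WRN + compound, 15 min RT; start with 100 nM forked fluorophore/quencher duplex, 2 mM ATP (final); kinetic read ex 525/em 598 nm.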
IL-2 act – IL-2 activation; IL-2 activation reporter assay, cell-based qHTS; stimulated with anti-CD3/CD4/CD28 beads; in transgenic mouse T cells; activation, % (series mostly up to about 46 µM); 360,000 compounds, 0.065% hits; in the data active means activation above about 50%; inconclusive means mostly about 30% to 49%; further: 0% is about no effect
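Unstimulated transgenic mouse T cells; 60-min compound exposure; bead-based TCR/CD4/CD28 stimulation; 18 h culture, 37 degrees C; dual fluorescence (EGFP, DsRed) plate cytometry.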
DRD3 antagonist – blocks the human D3 dopamine receptor; max response, negative = inhibition, %; D3R cells, DiscoveRx beta-arrestin luminescence, antagonist mode; stronger effect = lower value; 360,000 compounds, 2.5% hits; AID 652054; in the data active means max response below about -50%; inconclusive means no clear call, values can overlap the other calls; further: on the % scale 0 is the no-effect control and ±100 the full control effect; mostly tested at two doses, the higher about 12 µM
Target sequence (P35462 whole entry, looked up): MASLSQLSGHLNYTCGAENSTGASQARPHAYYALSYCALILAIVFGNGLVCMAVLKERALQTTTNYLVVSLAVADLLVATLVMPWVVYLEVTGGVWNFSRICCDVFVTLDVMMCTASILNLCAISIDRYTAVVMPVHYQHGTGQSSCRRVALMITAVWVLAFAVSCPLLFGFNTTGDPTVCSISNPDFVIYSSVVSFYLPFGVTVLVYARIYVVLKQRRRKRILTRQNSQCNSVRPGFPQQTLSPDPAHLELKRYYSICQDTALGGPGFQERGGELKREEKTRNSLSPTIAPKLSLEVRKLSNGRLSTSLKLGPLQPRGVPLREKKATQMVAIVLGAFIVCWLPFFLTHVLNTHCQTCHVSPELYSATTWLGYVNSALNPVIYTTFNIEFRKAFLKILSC
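Cells expressing the human receptor were seeded at 1500 cells/well, incubated overnight at 37 degrees C in 5% CO2, then exposed to library compounds with dopamine controls for 90 minutes at 37 degrees C before luminescent detection.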
D3 ag – activates the human D3 dopamine receptor | P35462 | D3R DiscoveRx beta-arrestin cells, luminescence, 90 min | max activation, % | 410,000 compounds, 0.58% hits; in the data active means max activation above about 30%; further: 0% is about no effect; mostly tested at two doses, the higher about 12 µM
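Agonist mode: compounds and dopamine controls were applied to plated cells for 90 min at 37 degrees C after an overnight attachment at 1500 cells/well. Luminescent read-out followed 30 - 60 minutes at room temperature with DiscoveRx detection reagent.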
GLP1R cytotox – cytotoxicity counter-screen for GLP-1 receptor inverse agonists | HEK293 cAMP-luciferase reporter cells, luminescence, 24 h | AID 624418 | 410,000 compounds, 0.13% hits | Potency, µM (series often up to 38.3 µM), for the others: at the top dose activity change, negative = inhibition, most hits filed as inhibitors;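 further: loss of luciferase light is scored as toxicity; potency means the concentration at half of the fitted maximal effect; on the % scale 0 is the no-effect control and ±100 the full control effect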
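Quantitative HTS format, 1536 wells, 200 cells/uL seeded. Compounds: 23 nL, 24 h, 37 °C. Detection: luciferase reagent, luminescence at 12 min RT; decreased signal taken as cytotoxic.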
PI5P4Ka inh – PI5P4K alpha (human) kinase inhibition; AID 652105; PI5P4Kalpha enzyme, ADP-Glo luminescence, 60 min; stronger effect = lower value; max response, %; P48426; 330,000 compounds, 1.2% hits; active means max response of -50% or lower; inconclusive means between -30% and -50%; inactive means -30% or higher; further: value at the top dose of about 77 µM; on the % scale 0 is the no-effect control and ±100 the full control effect
Target sequence (P48426 whole entry, looked up): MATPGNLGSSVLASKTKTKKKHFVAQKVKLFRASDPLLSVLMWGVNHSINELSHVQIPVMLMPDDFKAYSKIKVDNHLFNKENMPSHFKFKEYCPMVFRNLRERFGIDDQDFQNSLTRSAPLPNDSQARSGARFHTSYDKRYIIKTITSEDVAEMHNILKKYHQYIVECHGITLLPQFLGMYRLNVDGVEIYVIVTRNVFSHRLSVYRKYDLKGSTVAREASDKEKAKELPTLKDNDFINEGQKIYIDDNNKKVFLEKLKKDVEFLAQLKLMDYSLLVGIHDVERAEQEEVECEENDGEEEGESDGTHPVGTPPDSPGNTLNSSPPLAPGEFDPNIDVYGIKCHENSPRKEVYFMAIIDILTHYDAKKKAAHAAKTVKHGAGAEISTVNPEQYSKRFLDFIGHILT
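Luminescence from ADP-Glo served as readout of PI5P4Kalpha activity in a qHTS format. Reaction: enzyme, substrate, compound, ATP at 5 microM final, 60 min at RT.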
GLP1R inv ag – GLP-1 receptor (human) inverse agonism. P43220. HEK293 GLP-1R CRE-luciferase, luminescence, 24 h; GLP-1R form is constitutively active. Potency, µM (doses to about 38.3 µM), for the others: at the highest dose activity change, negative = inhibition, most hits filed as inhibitors. 410,000 compounds, 1.6% hits; further: potency means the concentration at half of the fitted maximal effect; on the % scale 0 is the no-effect control and ±100 the full control effect; nearly all actives have a fitted effect of over 55% in size
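Inverse agonists were sought by their lowering of basal cAMP reporter luciferase output in HEK293 cells stably carrying constitutively active human GLP-1R, after 24 h compound treatment.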
PLK1 PBD inh – PLK1 (human) polo-box domain binding inhibition. Plk1 PBD binding of FITC phosphopeptide, fluorescence polarization. Potency, µM, without a hit: max response, negative = inhibition, actives largely listed as inhibitors. 360,000 compounds, 2.8% hits. AID 720504; further: potency means the concentration at half of the fitted maximal effect; series mostly up to about 57 µM; on the % scale 0 is the no-effect control and ±100 the full control effect; nearly all actives have a fitted effect of over 65% in size
Numbers without * were called inactive; ? = inconclusive; . = not tested or not shown; [ ] = dose if it differs, or a comment. Unless noted, the call rests on the fitted dose curve; in most records, active means well fitted curve in the direction sought with a large enough effect; inconclusive means small, poorly fitted or top-dose-only effect, or another doubt; inactive means no such curve, though single readings can be large; an effect the other way counts as inactive or inconclusive.

1) CCC(=O)c1c[nH]c(C(=O)NCc2cccs2)c1
2) CN(CCC#N)C(=O)CSc1nc2scc(-c3ccccc3)c2c(=O)[nH]1
3) Cc1ccc(S(=O)(=O)/N=C(\CSC(N)=O)Nc2ccccc2)cc1
4) N#Cc1cccc(S(=O)(=O)NCC(=O)NCc2ccc3c(c2)OCO3)c1
5) COc1ccc(-c2oc3c(c2C(=O)OCCO)C(OCCCO)CCC3)cc1 (configuration not stated)
6) c1ccc(-c2cn3nc(-c4ccccc4)cnc3n2)cc1
7) COc1cc(O)c(C(=O)CC(=O)c2ccncc2)c(OC)c1
8) Cc1ccc2c(c1)nnn2C1CCN(C(=O)Nc2ccccc2C)CC1
Compound	1	2	3	4	5	6	7	8
GLP-1R agonist	4.1%	8.4%	4.8%	-3.8%	-6.8%	-14.5%	20.9%	5.1%
WRN helicase inh	-6.9%	8.1%	-7.3%	-7.0%	-0.9%	-11.0%	14.4%	-5.2%
IL-2 act	-1.1	-1.7	1.7	1.4	-0.4	-0.1	0.3	-0.4
DRD3 antagonist	12.3	-20.6	2.9	2.3	-20.0	29.2	0.8	-4.5
D3 ag	5.4	0.0	0.7	2.6	-8.4	1.7	-2.2	1.0
GLP1R cytotox	0.8%	0.9%	-8.1%	2.7%	6.1%	34.7%[activator]	-3.5%	6.6%
PI5P4Ka inh	0.9	-1.1	-2.6	6.1	-0.9	12.2	3.0	0.6
GLP1R inv ag	13.3%	16.2%	2.7%	7.0%	14.3%	22.4%	8.9%	-13.1%
PLK1 PBD inh	0.6%	-14.1%	-2.4%	?	-11.5%	8.0%	-1.9%	-6.9%

9) COc1ccc(OC)c(NC(=O)c2[nH]c(C)c(C(C)=O)c2C)c1
10) CCc1c(C)nc(N)nc1OCC(F)(F)C(F)F
11) CCN(CC)S(=O)(=O)c1ccc(OC)c(NC(=S)Nc2ccc(C)c(C)c2)c1
12) CCCCOc1c(Cl)cc(C(=O)N(C)CC(=O)Nc2ccc(N3CCOCC3)cc2)cc1OCC
13) O=C(COC(=O)CNC(=O)c1ccccc1)NCCNC(=O)COC(=O)CNC(=O)c1ccccc1
14) COc1c(C)cccc1C(=O)Nc1ccc(N2CCN(C(=O)c3ccccc3C)CC2)cc1
15) CCOC(=O)CNC(=O)Cn1cnc2c(oc3ccccc32)c1=O
16) CCS(=O)(=O)Nc1ccc(Cc2ccncc2)cc1
Compound	9	10	11	12	13	14	15	16
GLP-1R agonist	0.4%	6.8%	1.1%	-4.6%	-11.1%	-27.1%	0.3%	-1.8%
WRN helicase inh	-5.7%	1.4%	-0.2%	-15.0%	4.3%	-15.0%	2.7%[57.1 µM]	7.8%
IL-2 act	-0.6	-2.3	-0.4	-0.9	-0.2	-4.5	-3.2	-0.5
DRD3 antagonist	-11.2	12.0	-7.1	9.7	0.6	21.6	6.6	-0.1
D3 ag	-3.9	11.2	3.1	2.9	-0.7	27.6	-1.2	0.6
GLP1R cytotox	16.1%	-3.0%	?	-6.6%	-9.5%	?	-3.1%	-2.4%
PI5P4Ka inh	-1.5	.	9.0	13.7	-2.7	-7.6	-5.9	-4.8
GLP1R inv ag	21.1%	1.0%	?	7.6%	8.7%	?	1.0%	19.6%
PLK1 PBD inh	-10.1%	1.2%	?	-3.9%	1.5%	4.0%	1.4%	29.9µM*

17) CC(C)(C)OC(=O)NCCCCCc1nnc(SCc2ccc(F)cc2)o1
18) COc1ccc2c(c1)c1c(c(=O)n(-c3ccc(OC)c(OC)c3)c(=O)n1CC(=O)N1CCCC1)n2C
19) CCC(C)NCCOCCOc1ccc(C)cc1Br (configuration not stated)
20) Cc1ccc(S(=O)(=O)N2CCN(S(=O)(=O)N3CCC(C)CC3)CC2)cc1C
21) O=C(Nc1cccnc1)c1ccccc1NS(=O)(=O)c1ccc(F)cc1
22) CC1(C)CC(=O)c2sc(NS(=O)(=O)c3ccc([N+](=O)[O-])cc3)nc2C1
23) Cc1ccc(-c2cc(C(=O)NN3CCOCC3)c3cc(Br)ccc3n2)o1
24) Cn1c(SCC(=O)NC2(C#N)CCCCC2)nnc1-c1cccnc1
Compound	17	18	19	20	21	22	23	24
GLP-1R agonist	15.5%	0.5%	34.9%	3.7%	0.3%	-4.1%	-2.2%	-11.0%
WRN helicase inh	-0.9%	.	-0.5%	2.7%	-9.3%	-13.4%	-7.0%	9.1%
IL-2 act	0.5	.	0.0	3.2	-2.1	0.5	1.0	-0.1
DRD3 antagonist	-6.8	.	-70.4*	-1.7	8.6	-6.8	-9.9	-21.7
D3 ag	-2.9	-8.2	-12.8	-1.2	6.1	-7.2	-1.5	-7.7
GLP1R cytotox	4.0%	5.9%	?	-9.0%	15.2%	-1.7%	26.8%[7.66 µM]	-2.4%
PI5P4Ka inh	-7.0	.	.	3.7	4.3	-3.5	-28.9	-2.5
GLP1R inv ag	?	1.4%	-5.5%	1.5%	-13.7%	-7.1%	7.6%[7.66 µM]	16.1%
PLK1 PBD inh	0.1%	.	-6.3%	1.7%	-6.2%	-5.2%	-10.3%	-9.7%

25) O=S(=O)(NCc1cccnc1)c1cccn1-c1ncc(C(F)(F)F)cc1Cl
26) O=C1Nc2ccc(Br)cc2C12NNc1ccccc1O2 (configuration not stated)
27) Cc1ccc(N(CC(=O)N2CCCCCC2)S(C)(=O)=O)cc1Cl
28) CC(NC(=O)CNC(=O)C(Cc1ccccc1)NC(=O)OCc1ccccc1)C(N)=O (configuration not stated)
29) CCCCN(C=O)c1c(CC)nc2ccc(C(=O)NCc3ccccc3OC)cn12
30) COc1ccc(-c2nc(CS(=O)CC(=O)NC3CCCCC3C)c(C)o2)cc1OC (configuration not stated)
31) COc1cc2c(cc1OC)C(C)N(C(=O)c1cc3ccccc3o1)CC2 (configuration not stated)
32) C/C(=N/Oc1nc(C)cc(C)n1)c1ccc(Br)cc1
Compound	25	26	27	28	29	30	31	32
GLP-1R agonist	16.0%	-1.5%	4.2%	-1.2%	2.1%	17.6%	27.0%	10.2%
WRN helicase inh	-3.7%	-21.2%	-1.4%	0.3%	0.6%	-4.6%	2.6%	-9.4%
IL-2 act	-1.1	-4.2	0.7	0.3	-0.3	-0.4	-2.6	-3.2
DRD3 antagonist	27.7	-5.7	3.5	2.3	-50.8*	-5.7	28.9	24.9
D3 ag	10.1	0.0	4.4	-4.0	1.9	-5.1	-4.0	3.6
GLP1R cytotox	-3.3%	-4.7%	-0.6%	3.0%	0.8%	-12.2%	-24.1%	-6.7%
PI5P4Ka inh	-0.1	3.0	3.1	2.9	-1.2	0.9	.	1.7
GLP1R inv ag	-23.0%	?	-11.1%	2.2%	10.8%	11.2%	0.0%	-5.4%
PLK1 PBD inh	-9.8%	0.9%	0.1%	-9.2%	-1.1%	-7.7%	-11.7%	1.7%

33) COc1cccc(-c2sc3ccccc3c2-c2ccc(OCCN3CCCCC3)cc2)c1
34) COc1ccc(C=C(C(=O)c2ccccc2)c2ccccc2)cc1
35) COc1ccc(C)cc1C1=CC(=O)C[C@H](c2ccc(F)cc2)C1
36) COc1ccc(C2CC(c3cccs3)=NN2C(=O)COC(=O)c2cncc(Br)c2)cc1OC (configuration not stated)
37) O=c1c(C/C=C/c2ccccc2)c(O)ccn1Cc1cccc(Cl)c1
38) CCc1ccccc1-n1c(SCC(=O)c2c(N)n(C3CC3)c(=O)[nH]c2=O)nnc1N1CCOCC1
39) CCOC(=O)c1ccc(NC(=O)CCc2nc(-c3cccc(C)c3)no2)cc1
40) Cc1ccc(OCC(=O)NC(=S)Nc2ccc3c4c(cccc24)CC3)cc1
41) Cc1nn(-c2ncc(C(F)(F)F)cc2Cl)c(=O)n1-c1ccccc1F
42) O=C(NCCn1cc(SCc2ccc(Br)cc2)c2ccccc21)c1cccs1
43) COc1cc(OC)cc(C2=Cc3ccccc3C(CC(C)=O)N2c2ccc(C#CC3(O)CCCCC3)cc2)c1 (configuration not stated)
Compound	33	34	35	36	37	38	39	40	41	42	43
GLP-1R agonist	-3.1%	20.0%	2.5%	?	-6.5%	-1.5%	-0.5%	1.2%	3.2%	-5.8%	6.5%
WRN helicase inh	1.4%	0.5%[57.1 µM]	-3.0%	-11.6%	-7.1%	-12.0%	-4.8%	-26.1%[57.1 µM]	-2.6%	.	-7.7%
IL-2 act	-0.1	-0.9	0.1	0.0	0.3	1.9	0.4	-4.5	0.8	.	-0.4
DRD3 antagonist	-1.2	3.7	0.0	6.2	-18.4	10.0	36.1	-9.3	11.0	.	22.1
D3 ag	-26.6	-1.7	-24.9	-2.4	-0.5	-2.7	2.2	-3.5	-2.7	-6.1	9.7
GLP1R cytotox	-13.2%	-10.4%	-5.8%	-0.2%	18.5%	-1.6%	5.1%	-6.5%	-25.3%	-18.0%	3.0%
PI5P4Ka inh	4.6	18.1	-1.3	-12.0	4.2	4.9	.	0.2	-2.8	.	16.2
GLP1R inv ag	-1.1%	?	?	19.8%	?	0.7%	-0.3%	7.2%	-15.6%	?	?
PLK1 PBD inh	0.4%	-5.3%	-3.9%	6.3%	-13.9%	-7.3%	0.9%	-7.1%	1.5%	.	-6.5%

Entries of single compounds as entered above. Screens in order: GLP-1R agonist | WRN helicase inh | IL-2 act | DRD3 antagonist | D3 ag | GLP1R cytotox | PI5P4Ka inh | GLP1R inv ag | PLK1 PBD inh
Listed for Cc1nn(-c2ncc(C(F)(F)F)cc2Cl)c(=O)n1-c1ccccc1F = 3.2% | -2.6% | 0.8 | 11.0 | -2.7 | -25.3% | -2.8 | -15.6% | 1.5%
Listed for COc1ccc(C2CC(c3cccs3)=NN2C(=O)COC(=O)c2cncc(Br)c2)cc1OC (configuration not stated) = ? | -11.6% | 0.0 | 6.2 | -2.4 | -0.2% | -12.0 | 19.8% | 6.3%
Listed for Cc1ccc(OCC(=O)NC(=S)Nc2ccc3c4c(cccc24)CC3)cc1 = 1.2% | -26.1%[57.1 µM] | -4.5 | -9.3 | -3.5 | -6.5% | 0.2 | 7.2% | -7.1%
Listed for O=c1c(C/C=C/c2ccccc2)c(O)ccn1Cc1cccc(Cl)c1 = -6.5% | -7.1% | 0.3 | -18.4 | -0.5 | 18.5% | 4.2 | ? | -13.9%
